# RAD52 inh = RAD52 DNA annealing inhibitors, primary screen, biochemical, FRET, single point, set 2; DNA repair protein RAD52 homolog (Homo sapiens), P43351; 0.46% of 360,000 active; recombinant RAD52 DNA annealing, FRET fluorescence; AID 651710, 2012; inhibition, % at 18.7 µM;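 active = every replicate showing at least 50% inhibition; inconclusive = mean inhibition at least 50% but not in every replicate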
# DENV2 CPE rescue = inhibitors of DENV2 cytopathic effect, primary screen, cell-based, plate reader, single concentration; DENV2-infected cells, cytopathic effect rescue; CPE inhibition, % at 9.99 µM; 1.7% of 350,000 active; in the data active = CPE inhibition above about 20%, passing the limit was not always enough; inconclusive = no clear call, values can overlap the other calls; tested in BHK-21 cells;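 also: 0% = median of neutral control wells and 100% = median of positive control wells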
# CASP6 VEID inh = human caspase-6 inhibitors, primary screen, biochemical, VEID-R110 fluorescence, single point, set 2; purified caspase-6, Z-VEID-R110 cleavage fluorescence; AID 686996, 2013; inhibition, % at 12.5 µM; 0.53% of 350,000 active; P55212;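 active = mean inhibition across replicates at least about 35%, with every replicate also reaching that limit, limit read from the data; inconclusive = only one of the two criteria met; inactive = neither criterion met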;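 also: 0% = median of neutral control wells and 100% = no fluorescence left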
# Target sequence (P55212 24-179 limits assumed): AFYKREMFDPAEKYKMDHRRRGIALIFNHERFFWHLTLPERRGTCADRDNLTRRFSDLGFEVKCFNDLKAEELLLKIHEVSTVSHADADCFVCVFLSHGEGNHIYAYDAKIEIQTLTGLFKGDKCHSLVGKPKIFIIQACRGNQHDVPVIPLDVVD
# Target sequence (P55212 194-293 limits assumed): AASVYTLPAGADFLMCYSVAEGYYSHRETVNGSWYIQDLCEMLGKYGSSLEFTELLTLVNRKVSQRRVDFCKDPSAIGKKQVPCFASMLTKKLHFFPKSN
# XiGFP reactiv = activators of inactive X chromosome reactivation, primary screen, imaging, XiGFP fibroblasts, GFP high-content imaging, set 2; XiGFP mouse fibroblasts, % GFP-positive cells imaging, 3 d; cells co-treated with 5-aza-dC sensitizer; scaled so ellipticine positive control = 100%; activation, % at 7.58 µM; 0.055% of 360,000 active; AID 743238, 2013;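 active = mean normalized replicate activation at least 10% and every replicate at or above 10%; inconclusive = only one of the two criteria met; inactive = mean below 10% and not all replicates reach 10%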;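 also: 0% = median of on-plate neutral control wells and 100% = ellipticine 6 µM median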
#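 System: SV40-immortalized XiGFP fibroblast cells, line 68-5-11 / Incubation: 3-day compound exposure, then 15 min fixation at room temperature / Compound: single concentration per compound, delivered by pin transfer / Buffer or medium: DMEM plus 5-aza-dC sensitizer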
# E-selectin induc = E-selectin induction in HUVECs, primary screen, imaging, HUVEC, immunofluorescence imaging, single point | P16581 | normalized: neutral wells 0, TNF-alpha wells 100 | activation, % at 7.58 µM | 0.37% of 260,000 active;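 active = mean E-selectin-positive cell signal at least 10% of the positive control, reached in at least 60% of replicates, without over 20% cell loss; inconclusive = no rule given, readout overlaps actives, possibly toxicity-flagged; inactive = the rest, including those meeting only one limit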;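 also: in these data hits start at about 27%; measured in HUVEC primary endothelial cells; signal is the percent of cells scored E-selectin positive by PE staining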
# Target sequence (P16581 whole entry, looked up): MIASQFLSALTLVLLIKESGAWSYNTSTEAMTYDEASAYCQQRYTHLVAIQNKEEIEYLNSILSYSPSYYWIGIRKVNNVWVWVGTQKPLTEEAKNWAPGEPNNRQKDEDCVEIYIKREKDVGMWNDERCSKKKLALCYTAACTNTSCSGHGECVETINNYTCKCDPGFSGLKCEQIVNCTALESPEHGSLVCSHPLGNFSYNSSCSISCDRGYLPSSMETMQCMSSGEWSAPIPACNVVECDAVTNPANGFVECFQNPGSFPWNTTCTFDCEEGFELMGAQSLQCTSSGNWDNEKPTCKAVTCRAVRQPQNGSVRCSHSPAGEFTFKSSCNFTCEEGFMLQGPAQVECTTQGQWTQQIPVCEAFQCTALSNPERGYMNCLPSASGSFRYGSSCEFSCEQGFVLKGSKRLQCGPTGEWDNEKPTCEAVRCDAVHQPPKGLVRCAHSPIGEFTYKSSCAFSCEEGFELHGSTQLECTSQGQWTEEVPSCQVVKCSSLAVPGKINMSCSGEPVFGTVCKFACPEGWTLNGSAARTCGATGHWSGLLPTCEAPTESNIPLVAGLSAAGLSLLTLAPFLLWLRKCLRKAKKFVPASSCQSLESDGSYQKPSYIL
#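 Read-out basis: % PE-positive cells; Test system: HUVEC primary endothelial cells; Technique: immunofluorescence imaging; Dosing: single-point compound dose.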
# F508del corr = F508del CFTR correction, initial screen, CFBE line, single point; CFBE cells, YFP halide quenching; stimulated with forskolin plus potentiator P3; % fluorescence drop versus neutral controls; activity (quench increase), % at 7.58 µM; 0.36% of 350,000 active; AID 720511, 2013;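 active = mean added fluorescence quench of at least 8% versus neutral control, with both replicates also reaching 8%; inconclusive = only one of the mean or replicate conditions met; inactive = mean below 8% and not both replicates reaching 8%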;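 also: cells transiently co-express mutant CFTR-F508del with the halide-sensitive YFP; corrector assay measuring rescue of mutant channel to the surface after 24 h compound exposure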
# RAD54 branch = inhibitors of human RAD54 branch migration, primary screen, biochemical, fluorescence, single point | DNA repair and recombination protein RAD54-like (Homo sapiens), Q92698 | RAD54 Holliday junction branch migration, FAM/BHQ fluorescence | inhibition, % at 10.4 µM | 0.14% of 360,000 active;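 active = mean normalized replicate activity at least 40 and at least half of replicates scoring 40 or more; inconclusive = only one of the two criteria met; inactive = mean below 40 and under half of replicates reaching 40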;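 also: 0% = median of neutral control wells and 100% = median of positive control wells; inhibitors cause a drop in the FAM fluorescence signal; in these data hits start at about 50%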
# INS-1E GSIS act = GLuc luminescence reporter in INS-1E cells, primary screen for activators of glucose-dependent secretion of insulin. INS-1E GLuc reporter insulin secretion, 2-3 h. activation, % at 16.6 µM. 0.61% of 370,000 active;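 active = lowest replicate activation of at least 40%, so every replicate reaches that level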;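 also: 0% = median of neutral control wells and 100% = median of IBMX positive control wells; some compounds called inactive have numbers as strong as hits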
# * hit, by the source's call; u = inconclusive; x = no result given; & = joins results of further samples. Compounds as they come; about 3.7% have a hit in one of these screens.
compound	RAD52 inh	DENV2 CPE rescue	CASP6 VEID inh	XiGFP reactiv	E-selectin induc	F508del corr	RAD54 branch	INS-1E GSIS act
O=C1CC(N2CCc3ccccc32)C(=O)N1c1ccc(F)cc1 (stereo not drawn)	-13	2	1	0.6	x	2.0	-23	8
Cc1cnc(C(=O)N2CCN(S(=O)(=O)c3ccc(F)c(F)c3F)CC2)cn1	-1	-2	-3	0.9	-0.9	-7.0	-3	25
Cc1cc(C(C)(C)C)ccc1Oc1cccc2c1S(=O)(=O)N(C1CCCC1)CC(COCc1ccccc1)O2 (stereo not drawn)	-4	-9	-1	-0.1	x	-0.3	3	2
COc1ccc(C2C=C(c3ccc(C)c(C)c3)Nc3ncnn32)c(OC)c1OC (stereo not drawn)	-46	-2	-3	0.3	x	1.7	3	0
C[C@@H]1CN([C@@H](C)CO)C(=O)c2cc(-c3cccc(F)c3)cnc2O[C@@H]1CN(C)CC1CCOCC1	-7	-2	-5	-0.1	0.7	-1.7	2	16
Cc1cccc(N2CCN(C(=O)c3ccccc3OCc3c(C)noc3C)CC2)c1C	2	3	4	0.4	-0.6	0.1	5	-8
CCCC#Cc1cnc2c(c1)C(=O)N([C@@H](C)CO)C[C@@H](C)[C@@H](CN(C)C(=O)c1cccc(F)c1)O2	-2	5	-1	0.3	-0.1	-1.1	-4	-9
CC(=O)c1cccc(OCc2cc(C(=O)N3CC4C[C@@H]5CC3C[C@H](C4)C5)no2)c1	-14	-3	2	0.2	x	-2.2	3	-33
CN(C(=O)c1ccc(Cl)cc1)C1CCS(=O)(=O)C1 (stereo not drawn)	-4	u	0	-0.9	0.3	-0.4	-10	x
C=CCc1cc(CN2CC(C)OC(C)C2)c(O)c(OC)c1 (stereo not drawn)	6	-8	-4	0.3	0.0	-0.4	2	x
COCC(=O)N[C@H]1CC[C@H](CC(=O)NCc2ccc(Cl)cc2)O[C@@H]1CO	-1	-2	1	1.4	-0.1	0.9	1	-1
O=C(NCc1ccccn1)c1ccc(NS(=O)(=O)c2cccc([N+](=O)[O-])c2)cc1	13	-7	5	0.0	-0.4	-2.7	-8	37
C[C@H]1CN([C@@H](C)CO)C(=O)Cc2cc(NC(=O)Cc3ccccc3)ccc2O[C@@H]1CN(C)C(=O)Nc1cccc2ccccc12	7	-15	-1	0.1	15	0.6	-5	2
COc1ccc(-c2cc(-c3ccco3)[nH]c(=O)c2C#N)cc1	-118	0	32	0.0	0.6	0.2	-18	3
CC(C)CNC(=S)Nc1ccc(F)cc1	-6	x	1	0.0	x	x	x	3
Cc1ccn2cc(-c3ccc4c(c3)NC(=O)CO4)nc2c1	-2	2	-2	0.5	-0.1	-3.5	x	5
O=C(NCCC(=O)N1CCN(S(=O)(=O)c2ccc(Cl)cc2)CC1)Nc1ccccc1	-9	-1	2	0.4	x	1.1	-10	-9
COc1ccc(C2C(C(=O)c3cccs3)=C(O)C(=O)N2c2cccc(C)n2)cc1 (stereo not drawn)	-12	2	4	-0.1	0.2	0.1	x	15
O=C(Cn1cnc([N+](=O)[O-])n1)c1ccccc1	-3	6	-3	0.0	-0.2	2.4	-2	3
Cc1ccc(C2CC(=O)C=C(NCc3ccccc3)C2)cc1 (stereo not drawn)	-14	-1	-1	0.4	-0.2	6.1	7	4
Cc1ccc(C(=O)NC(=S)NCc2ccco2)cc1	-20	-2	7	0.0	x	x	x	-6
CNC[C@H]1Oc2ncc(C#Cc3cccc(OC)c3)cc2C(=O)N([C@H](C)CO)C[C@H]1C	-32	-2	-1	-0.4	-0.3	1.2	-1	2
Cc1ccc(Sc2cc(NCCCO)c([N+](=O)[O-])c3nonc23)cc1	-80	11	3	1.0	0.5	-0.5	-7	-54
C[C@@H](O)C#Cc1ccc2c(c1)O[C@@H](CN(C)C)[C@@H](C)CN([C@@H](C)CO)S2(=O)=O	-2	-7	2	0.2	-0.7	0.3	5	-1
C[C@H]1CN([C@@H](C)CO)C(=O)c2cc(C#Cc3ccccc3F)cnc2O[C@H]1CN(C)S(=O)(=O)c1ccccc1F	-9&-4	-2&-4	-1&-3	-1.1	1.6	-5.1&-7.5	4&1	-16
COc1ccc(NC(=O)c2c(Cl)nc3ccccn23)cc1	-11	-8	-1	-0.1	-0.1	2.7	x	0
CC(C)(C)c1nnc(NC(=O)COc2ccc3c(c2)OCO3)s1	-9	-2	-3	0.1	x	-0.1	3	-4
CC(OC(=O)c1cccs1)C(=O)NC1CC1 (stereo not drawn)	-11	3	-1	0.0	-0.2	-3.8	-5	-5
O=C1CCC(C(=O)N2CCOCC2)CN1Cc1ccc(Cl)cc1 (stereo not drawn)	-14	-5	-4	0.0	-0.2	0.5	13	3
C[C@@H]1CN([C@@H](C)CO)C(=O)c2cc(/C=C/c3ccccc3)cnc2O[C@H]1CN(C)Cc1ccc2c(c1)OCO2	17	-25	3	-1.0	-0.1	-1.1	-15	-10
Cc1ccc2c(c1)c(C)cc(=O)n2CCC(=O)O	-16	x	22	x	x	-1.3	7	9
C[C@@H]1CCCCO[C@@H](CN(C)Cc2ccc(C(F)(F)F)cc2)[C@H](C)CN([C@H](C)CO)C(=O)c2cc(NC(=O)c3ccncc3)ccc2O1	3	-5	-3	0.0	0.0	-0.1	2	-27
O=C(N[C@@H](Cc1ccccc1)C(=O)O)c1ccncc1	-6	x	-1	0.0	-0.4	-3.0	-3	2
O=C(NCC1CC1)[C@H]1[C@H](CO)[C@H]2Cn3c(ccc(-c4ccccc4F)c3=O)[C@@H]1N2Cc1cncnc1	-9	6	x	0.3	0.1	1.8	-24	7
CC1CN(S(=O)(=O)c2ccc(F)cc2)CN1C(=O)N1CCOCC1 (stereo not drawn)	-26	6	2	0.0	x	-0.8	3	7
O=Cc1ccc(OCc2nnc(-c3ccccc3Br)o2)cc1	-15	-1	x	0.0	x	-1.6	1	-7
COc1cc(NC(=O)c2ccc(Cl)cc2)c2ncccc2c1	-8	0	0	0.2	0.4	0.8	-23	-3
O=C(Nc1ccc(Cl)cc1)c1cccc(N2C(=O)C3C4CCC(C4)C3C2=O)c1 (stereo not drawn)	x	x	x	0.0	0.2	x	3	-23
Cc1ccc(O)c(C(=O)CC(=O)c2ccc(C(C)(C)C)cc2)c1	-5	-3	0	0.1	x	2.3	-8	3
O=C(C1=C[C@H](c2csc3ccccc23)C[C@H](OCCCCO)O1)N1CCN(Cc2ccccc2)CC1	-99	-4	2	0.0	0.3	1.2	0	2
CCn1c(SCC(=O)Nc2nccs2)nnc1C1CC1	-53	-5	2	0.3	-0.4	2.9	-8	22
COc1ccc(NC(=O)N(C)C[C@H]2Oc3c(NS(=O)(=O)c4ccc(F)cc4)cccc3C(=O)N([C@@H](C)CO)C[C@@H]2C)cc1	x	-10	x	0.1	0.0	1.4	-2	5
O=C(C(=O)N1CCC(CNS(=O)(=O)c2ccc(OC(F)(F)F)cc2)CC1)c1cc2ccccc2o1	-6	3	-1	0.0	0.1	0.7	x	-16
c1ccc(CSc2nc3ncncc3[nH]2)cc1	-20	x	0	0.7	-0.2	-5.4	x	4
CC(C)NC(=O)N1C[C@H]2[C@@H](c3ccccc31)[C@@H](CO)N2C(=O)C1CCCC1	-4	1	4	0.3	0.2	1.3	5	2
CCOc1ccc(-c2nc(C#N)c(N3CCCCCC3)o2)cc1	-24	-8	-4	0.2	0.9	-4.6	8	-16
O=C(CNC(=O)C1CCCCC1)OCC(=O)c1ccc(Br)cc1	1	-1	0	-0.1	-0.1	1.7	-2	28
Cc1ccccc1-c1cnc2c(c1)C(=O)N([C@@H](C)CO)C[C@H](C)[C@H](CN(C)Cc1cccnc1)O2	3	0	1	0.8	0.0	-0.8	-6	-1
CC[C@]12c3[nH]c4ccc(OC)cc4c3CCN1C(=O)C(CC(=O)NCc1ccco1)C[C@@H]2C(=O)N1CCN(C(=O)c2ccco2)CC1 (stereo partly drawn)	-4	11	-2	-0.2	-0.2	2.8	1	1
O=C(COC(=O)Cn1nnc(-c2ccccc2)n1)Nc1cc(F)ccc1F	-11	-2	0	-0.1	-0.1	1.7	-6	13
COc1cccc(C(=O)Nc2ccc3c(c2)C(=O)N(C)[C@H]2CC[C@@H](CC(=O)NCc4ccc(F)cc4)O[C@@H]2CO3)c1	x	11	x	0.0	0.2	1.5	13	-10
O=C(O)[C@@H]1[C@@H](CO)[C@@H]2Cn3c(ccc(-c4ccccc4)c3=O)[C@@H]2N1CCc1ccccc1	-11	-3	18	0.3	0.6	-1.6	-3	18
O=C(NCC[C@H]1CC[C@H](NS(=O)(=O)Cc2ccccc2)[C@H](CO)O1)C1CCC1	-18	19	0	-0.2	-0.4	-2.2	-4	1
Cc1noc(C)c1NC(=O)Nc1ccc2c(c1)CC(=O)N([C@H](C)CO)C[C@H](C)[C@@H](CN(C)C(=O)Nc1ccc(F)cc1)O2	6	-1	0	-0.1	9.8	-0.6	8	16
CCOC(=O)N1CCN(CC(O)COc2ccc(C)c(C)c2)CC1 (stereo not drawn)	-8	13	2	0.0	x	-4.9	-3	3
Cn1ccnc1SCC(=O)Nc1nc2ccccc2s1	-21	x	-1	0.0	3.3	1.9	x	14
O=C(Nc1ccc2c(c1)OCO2)N[C@@H]1CC[C@@H](CCNC(=O)C2CCC2)O[C@@H]1CO	17	9	1	0.0	0.0	4.0	-10	10
COc1ccc(NC(=O)Nc2ccc3c(c2)C(=O)N([C@@H](C)CO)C[C@@H](C)[C@H](CN(C)C)OCCCC[C@@H](C)O3)cc1	x	x	x	0.2	0.6	-3.1	x	13
c1ccc2c(-c3cncc4ccccc34)cncc2c1	-5	-5	1	0.4	6.1	-0.5	x	27
CN1C(=O)c2cc(NC(=O)Nc3ccc(F)cc3)ccc2OC[C@@H]2O[C@@H](CC(=O)NC3CCC3)CC[C@H]21	-40	-10	2	0.3	0.2	2.1	7	-4
COc1ccccc1CN(C)C(=O)c1ccccc1SCC(=O)N1CCCC1	1	-5	1	0.0	1.6	4.5	8	0
O=C(NCc1ccccc1)C1(C(F)(F)F)CC(CCCO)CCCO1 (stereo not drawn)	-2	-31	-5	-0.2	-0.4	-2.0	0	-9
CCOc1cc(C(=O)NCCCn2ccnc2)cc(OCC)c1OCC	-6	1	3	-0.3	-2.3	x	x	11
